Assay outcomes as filed in PubChem BioAssay.
NSD2 HMT inh = inhibitors of human histone methyltransferase NSD2 | O96028 | NSD2 peptide methylation, AlphaScreen, 120 min | inhibition, % at 12.5 µM | 310,000 tested, 0.54% active | AID 743445; in the data active means inhibition above about 50%
dFosB act = enhances mouse delta FosB homodimer DNA binding; P13346; purified delta FosB, TAMRA-CDK5 oligo fluorescence polarization; percent of positive-control signal above neutral wells; activation, % at 25 µM; 340,000 tested, 0.99% active;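 active means mean activation above about 17%, with every replicate also reaching it, limit read from the data, passing the limit was not always enough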;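 further: fluorescence polarization rise as delta FosB binds a TAMRA Cdk5 AP-1 oligo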
DSG3 Ab inh = inhibitors of pemphigus antibody binding to human desmoglein-3. P32926. DSG3-coupled beads, scFv-anti-DSG3-GFP binding, flow cytometry; hits give low values. binding (percent of control), % at 10 µM. 310,000 tested, 0.48% active;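 active means binding more than 3 SD below its plate's average and above zero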;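 further: hits lower antibody fragment binding to DSG3; some compounds called inactive have numbers as strong as hits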
SR-BI uptake up = activators of SR-BI mediated HDL lipid uptake; 320,000 tested, 0.096% active; activation, % at 12.5 µM; CHO ldlA[mSR-BI] cells, DiI-HDL uptake fluorescence, 3 h; 100 = double the neutral-control signal; AID 504775;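 active means mean replicate activation of at least 60% and every replicate at or above 60%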;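 further: 0% = median plate neutral-control signal and 100% = twice that signal; values of inactives mirror those of a sister screen read the other way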
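Material – SR-BI-overexpressing, LDLR-lacking CHO cells · Medium – BSA-supplemented, HEPES-buffered Ham's F12, pH 7.4 · Doses – single concentration · Times – compound with DiI-HDL co-incubation, 3 h at 37 °C · Measured by – bottom-read fluorescence, 550/595 nm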
Arr AP2 block = human beta-arrestin and AP2 interaction inhibition; FITC-arrestin peptide / GST-AP2 beads, flow cytometry; AP2 beta2 appendage carries R879A mutation; inhibition, % at 10 µM; 340,000 tested, 0.31% active; AID 504490;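 active means inhibition above a set limit, near 3 SD of compounds lacking own fluorescence, cut at about 54% in these data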;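 further: plate controls were DMSO wells for no effect and 5 µM unlabelled arrestin peptide for full effect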
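System: GST-AP2 R879A glutathione beads | Also added: FITC-arrestin peptide, 50 nM | Times: 12 min plus 1 h, RT | Signal: Bead flow cytometry, FITC channel | Buffer or medium: PBS with 0.05% Tween 20 and 0.1% BSA | Read-out basis: Percent drop in bead-associated FITC signal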
SR-BI DiI inh = inhibitors of mouse SR-BI mediated HDL lipid uptake; 320,000 tested, 0.96% active; ldlA[mSR-BI] CHO cells, DiI-HDL uptake fluorescence, 3 h; Q61009; inhibition, % at 12.5 µM;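 active means mean replicate inhibition of at least 70% and a set share of replicates each scoring 70 or more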;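 further: 0% = median of neutral control wells and 100% = median of positive control wells; values of inactives mirror those of a sister screen read the other way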
Target sequence (Q61009 whole entry, looked up): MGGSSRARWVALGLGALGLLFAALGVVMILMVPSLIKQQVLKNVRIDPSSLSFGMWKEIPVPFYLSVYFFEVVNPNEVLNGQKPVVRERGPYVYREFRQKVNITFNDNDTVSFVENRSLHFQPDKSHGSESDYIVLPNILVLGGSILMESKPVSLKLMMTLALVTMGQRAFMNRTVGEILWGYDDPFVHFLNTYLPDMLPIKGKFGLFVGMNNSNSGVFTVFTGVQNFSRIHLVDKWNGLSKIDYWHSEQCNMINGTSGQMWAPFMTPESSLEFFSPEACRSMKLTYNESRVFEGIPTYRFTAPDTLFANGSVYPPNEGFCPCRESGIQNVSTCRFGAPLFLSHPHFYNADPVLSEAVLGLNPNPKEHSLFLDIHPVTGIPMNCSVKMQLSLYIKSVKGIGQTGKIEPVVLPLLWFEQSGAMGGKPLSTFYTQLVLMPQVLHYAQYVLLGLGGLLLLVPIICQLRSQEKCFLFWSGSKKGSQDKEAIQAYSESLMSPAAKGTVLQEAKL
CDK5 p35 inh = blocks human CDK5/p35 kinase activity. Q00535+Q15078. Recombinant CDK5/p35, ADP-Glo luminescence, 60 min. inhibition, % at 10 µM. 330,000 tested, 0.01% active. AID 488839;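 active means highest replicate inhibition of at least 50% and at least 75% of replicates reaching 50%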;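 further: plate controls were DMSO neutral control for no effect and GW8510 at 10 µM for full effect; many of its hits are not listed in these tables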
MITF TRPM1 HTS = increases MITF-driven TRPM1 promoter luciferase signal. 300,000 tested, 0.75% active. activation, % at 12.5 µM. SK-MEL-5 TRPM1-promoter luciferase, 24 h; % of positive control, neutral wells = 0;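 active means mean activation of at least 80% with every replicate also reaching 80%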;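 further: 0% = neutral control wells and 100% = parthenolide positive control wells; values of inactives mirror those of a sister screen read the other way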
Mot1-301 SUMO = SUMOylation pathway inhibition by Mot1-301 growth rescue; S. cerevisiae Mot1-301 growth rescue, ATP luminescence, 38.5C; percent above DMSO median, 100 means doubled; growth rescue, % at 18.8 µM; 320,000 tested, 1% active;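 active means every valid replicate shows activation above 250% relative to neutral control wells; inactive means the rest, any valid replicate at or below 250%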;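 further: OY570 slx delta 5 strain wells were the positive control but not used for scaling; some compounds called inactive have numbers as strong as hits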
PKA-R2B act = PKA-R2B complex activation; P22694+P31323; PKA-R2B holoenzyme dissociation, Cy5-IP20 fluorescence polarization; R2B truncated from residue 108, S112A mutant; 0% DMSO only, 100% 113 µM cGMP; activation, % at 11.4 µM; 340,000 tested, 0.079% active; AID 504700;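 active means activation above a cutoff set at the mean over all compounds plus 3 SD, cut at about 18% in these data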;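 further: higher means more holoenzyme dissociation and a rise in polarization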
Target sequence (P31323 whole entry, looked up, other chains not shown, the tested form may be a part): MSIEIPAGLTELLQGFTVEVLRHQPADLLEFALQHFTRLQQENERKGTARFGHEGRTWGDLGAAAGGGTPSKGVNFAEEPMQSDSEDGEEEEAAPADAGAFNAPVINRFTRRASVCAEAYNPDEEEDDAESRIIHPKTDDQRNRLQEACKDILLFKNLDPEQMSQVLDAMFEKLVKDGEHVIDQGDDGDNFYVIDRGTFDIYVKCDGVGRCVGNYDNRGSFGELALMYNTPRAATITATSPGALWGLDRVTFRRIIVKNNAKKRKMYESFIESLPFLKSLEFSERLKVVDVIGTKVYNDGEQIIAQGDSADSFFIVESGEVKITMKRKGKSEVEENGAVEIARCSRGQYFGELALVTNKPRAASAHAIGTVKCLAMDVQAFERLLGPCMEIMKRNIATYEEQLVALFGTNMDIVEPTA
PKA-R1A act = PKA-R1A complex activation; AID 504707; activation, % at 11.4 µM; 340,000 tested, 0.083% active; PKA-R1A dissociation, Cy5-IP20 fluorescence polarization; scaled: DMSO 0%, 113 µM cGMP 100%; P00514+P68181;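 active means percent activation above the mean of all tested compounds plus 3 SD, cut at about 19% in these data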;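 further: higher means more PKAc released from R1A so a rise in polarization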
Starred values were filed as active, the others as inactive; / = not tested or not shown; & = joins results of further samples.

#	PKA-R2B act	DSG3 Ab inh	dFosB act	NSD2 HMT inh	SR-BI uptake up	Mot1-301 SUMO	SR-BI DiI inh	mol	Arr AP2 block	MITF TRPM1 HTS	PKA-R1A act	CDK5 p35 inh
1	-6.6	101.4	6.9	-1.0	-1.6	-5.7	1.6	Cc1ccc(C)c(NC(=O)Nc2ccc3c(c2)OCO3)c1	-7.7	45.4	-7.2	-0.2
2	5.7	99.7	-6.3	4.4	-10.7	/	10.7	CCN(CC)c1ccc(C2C3CCCCC3(O)CCN2CC(=O)Nc2ccccc2)cc1 (configuration not stated)	2.4	/	-14.7	0.0
3	-2.7	99.5	-1.3	-11.7	3.1	-6.4	-3.1	CCOC(=O)C1(Cc2cccc(OC)c2)CCN(Cc2ccccc2)CC1	-6.0	-0.3	1.5	-0.9
4	3.0	100.5	-2.4	/	0.8	3.6	-0.8	O=c1cc(-c2ccccc2)cc(-c2ccccc2)n1CCO	5.7	5.0	9.3	2.1
5	0.4	101.3	-19.0	-8.8	7.6	1.4	-7.6	Cc1cccc2c3nc4ccccc4nc3n(C)c12	37.4	25.3	2.7	0.4
6	-6.3	92.6	-4.4	3.4	-9.0	132.1	9.0	N#Cc1cc2c(nc1SCC(=O)N1CCCCC1)CCCC2	4.7	7.8	-4.4	0.3
7	-0.8	91.8	-6.8	-0.3	8.1	27.1	-8.1	C[C@H]1CCC[C@]2(C)C[C@H]3OC(=O)C(CN4CCCCCC4)[C@H]3C=C12 (some centres not stated)	-9.0	-76.9	-5.1	0.0
8	8.7	110.8	-6.5	/	1.0	11.0	-1.0	COc1ccccc1N1CCN(C(=O)CCC(=O)O)CC1	7.5	-1.0	0.2	-4.7
9	-1.9	125.1	-6.7	-1.6	45.5	43.7	-45.5	COC(=O)CSc1nnc(-c2ccc(OC)cc2OC)o1	-10.4	-2.3	-5.3	3.0
10	0.6	93.0	24.3*	0.3	-14.3	13.0	14.3	O=C(N/N=C\C=C\c1ccc(Br)cc1)c1ccc2c(c1)OCO2	9.7	5.8	8.2	-0.7
11	1.2	108.8	1.7	-2.1	0.0	-15.5	0.0	CC1C/C(=N/O)C(C)CN1 (configuration not stated)	-4.8	/	-9.2	1.8
12	2.4	118.7	-11.4	28.0	-3.4	-3.9	3.4	CC1Cc2nc(SCC(=O)Nc3ccc4c(c3)OCCO4)n(C)c(=O)c2S1 (configuration not stated)	3.7	-5.5	-6.0	-1.1
13	-2.6	104.3	-2.1	-0.4	19.0	8.4	-19.0	CCOC(=O)c1c(C)c(C)n(Cc2ccc(OC)c(OC)c2)c1C	-4.0	-8.5	0.5	1.7
14	-12.7	103.5	7.2	-1.2	-62.7	17.5	62.7	COc1ccc(-c2[nH]c(-c3ccc4c(c3)OCO4)nc2-c2ccccc2)cc1	-10.1	6.0	-2.4	1.4
15	-6.6	106.3	-0.7	/	7.3	0.1	-7.3	CN(C(=O)c1cccc(S(=O)(=O)N2CCCC2)c1)C1CCCCC1	6.4	1.8	-10.8	-4.8
16	10.1	117.5	-8.2	-1.4	29.6	-0.3	-29.6	COCC(=O)N1CCN(c2cccc(Cl)c2)CC1	14.6	1.5	-10.7	-4.1
17	-4.4	103.8	-2.0	-2.7	21.8	-4.3	-21.8	O=C(Nc1cccc(-n2cnnn2)c1)c1cccnc1	-5.1	3.7	-5.1	0.9
18	2.6	99.6	14.9	-1.8	-19.4	12.0	19.4	O=C(NCC(c1ccco1)N1CCN(c2ccccc2)CC1)C(=O)NC1CCCCC1 (configuration not stated)	-6.0	-2.4	-1.7	1.3
19	0.5	97.0	-0.4	-0.3	-27.8	70.9	27.8	Cc1nc(C)c(-c2csc(Nc3ccc(O)cc3C)n2)s1	-6.4	24.6	-1.7	0.1
20	-4.1	126.5	10.1	2.1	-0.8	40.1	0.8	O=C(NNc1ccccc1Br)C(=O)n1ccc2ccccc21	-13.4	-11.3	-11.9	0.4
21	-0.8	110.9	1.9	3.0	-21.1	16.9	21.1	Cc1ccn2c(-c3csc(NCc4ccccc4)n3)c(C)nc2c1	-2.8	-4.9	-4.5	0.3
22	-7.6	102.3	-6.8	-4.9	12.1	47.0	-12.1	CCOC(=O)c1cn(CC#N)c2cc(F)c(F)cc2c1=O	0.7	-8.3	-8.4	-5.3
23	-8.2	108.2	10.2	9.3	-89.1	233.2	89.1*	CCN(CC)CC(O)Cn1c(C)c(-c2ccccc2)c2cc([N+](=O)[O-])ccc21 (configuration not stated)	16.2	16.5	2.2	2.0
24	-0.3	106.7	-9.1	/	16.2	10.9	-16.2	O=C(NC(c1ccccc1)c1ccccc1)C1CCCN(S(=O)(=O)c2cnc[nH]2)C1 (configuration not stated)	-5.1	6.7	-2.4	1.0
25	-4.7	108.9	-14.5	-4.7	11.4	7.3	-11.4	COc1ccc(C(=O)COC(=O)/C=C/c2ccccc2)c(OC)c1	-1.6	6.1	-9.1	-1.4

Going on with the list.
#	PKA-R2B act	DSG3 Ab inh	dFosB act	NSD2 HMT inh	SR-BI uptake up	Mot1-301 SUMO	SR-BI DiI inh	mol	Arr AP2 block	MITF TRPM1 HTS	PKA-R1A act	CDK5 p35 inh
26	-5.8	98.9	-3.8	-0.3	21.4	6.9	-21.4	O=C(NC1CCCCC1)C1CC(O)CN1C(=O)OCc1ccccc1 (configuration not stated)	-7.9	-9.2	5.1	0.7
27	6.8	99.2	-4.2	/	-51.3	180.1	51.3	Cc1nc(CN2CCN(C(=O)c3ccc(C(C)(C)C)cc3)CC2)cs1	6.4	/	-0.8	0.5
28	-10.2&2.1	100.4&94.9	3.2&-5.4	-1.6&-1.3	24.2&4.6	3.8&5.2	-24.2&-4.6	Cc1nc2nc[nH]n2c(=O)c1NC(=O)CC12CC3CC(CC(C3)C1)C2	13.8&-3.4	9.4&4.3	-3.3&0.9	-0.6&-1.8
29	-6.2	104.7	2.7	-1.9	10.8	326.4	-10.8	Cc1ccc2cc(C)c3nnc(SCc4ccc(C(=O)O)cc4)n3c2c1C	3.8	-13.6	-6.5	-1.2
30	-15.5	110.1	-4.2	/	-70.7	-2.7	70.7*	CC[C@H](C)[C@@H](C(=O)NCCCCCCCCCCC(=O)N1CCN(C(=O)OC(C)(C)C)CC1)n1cc(CCCCCNC(=O)OC(C)(C)C)nn1	2.5	-59.3	2.3	1.6
31	-11.5	102.7	-0.7	/	22.0	-5.1	-22.1	CC1CN(c2cc(=O)n(-c3ccccc3)c(=O)[nH]2)CC(C)O1 (configuration not stated)	5.9	-8.8	-4.3	-0.6
32	3.6	95.0	-16.4	-0.3	9.5	-0.5	-9.5	COc1ccc(S(=O)(=O)n2nc(C)c(S(=O)(=O)N3CCOCC3)c2C)cc1	39.8	-11.1	-0.5	0.5
33	-2.3	/	-3.1	-1.9	-27.7	10.4	27.7	Cc1ccc(Nc2nnc(-c3ccccc3N)o2)cc1C	30.2	/	-10.5	1.3
34	9.9	99.9	-4.4	-2.4	16.0	-7.3	-16.0	CN(C)c1cc[n+](Cc2ccccc2)cc1	7.3	-11.3	6.5	1.4
35	-14.6	/	-0.1	-3.9	12.0	-21.6	-12.0	Cc1nc2nc3c(c(=O)n2[nH]1)CCC3	-6.8	/	-3.4	-0.8
36	-4.4	105.2	-6.9	-2.6	-13.6	2.9	13.6	COCCCNc1nc(CC(C)C)nc2c1nnn2Cc1ccccc1	6.3	8.0	1.7	0.7
37	7.1	105.4	-1.6	1.5	7.7	49.7	-7.7	COc1ccccc1CCNS(=O)(=O)c1cn(C)nc1C	27.0	3.8	0.7	0.6
38	-7.4	93.8	-7.9	0.9	-2.9	21.3	2.9	CC(C)/C=C1\CCc2c([nH]c3ccccc23)C1=O	6.0	29.0	8.0	-1.8
39	-7.7	101.6	-7.1	/	6.2	-7.3	-6.2	Cc1cc(C)c(S(=O)(=O)N2CC=C(c3ccccc3)CC2)c(C)c1	9.0	4.9	-2.8	-0.4
40	0.8	100.6	-5.6	30.6	-9.3	10.1	9.3	COc1ccccc1NC(=S)NC(=O)/C=C/c1ccco1	12.6	2.0	-8.7	-6.3
41	1.6	106.8	1.0	/	-9.1	19.5	9.1	O=C1[C@H]2[C@@H](c3ccc(F)cc3)N3C(=O)N(c4cccc(F)c4)C(=O)[C@@]3(Cc3ccccc3)[C@H]2C(=O)N1C1CCCCC1	4.2	-0.8	-21.4	-0.2
42	-9.6	94.6	1.7	-0.7	27.0	6.3	-27.0	COc1ccc(C2C(C(=O)Nc3ccccc3)=C(C)N=C3SCC(=O)N32)cc1 (configuration not stated)	3.6	6.5	0.1	-5.5
43	-9.1	101.7	4.0	-0.3	-0.5	-3.0	0.5	COc1ccc(Nc2nc(C(=O)NCCCN3CCOCC3)cs2)cc1	-1.2	-4.2	-4.4	1.2
44	-8.5	103.1	11.4	1.7	-78.9	-8.2	78.9*	Cc1ccc(NC(=O)c2cc3cccc([N+](=O)[O-])c3[nH]2)cc1	12.4	/	-17.0	1.1
45	-8.3	103.9	-7.1	-2.4	25.2	-28.5	-25.2	O=S(=O)(Nc1ccccc1OC(F)F)c1ccc(S(=O)(=O)N2CCCC2)cc1	-6.1	-5.2	-6.9	0.9
